High-throughput results: PubChem BioAssay, several laboratories
dFosB activator: enhances mouse delta FosB homodimer DNA binding; P13346; purified delta FosB, TAMRA-CDK5 oligo fluorescence polarization; percent of positive-control signal above neutral wells; activation, % at 25 µM; hit rate 0.99% among 340,000; AID 493131;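 active means mean activation above about 17%, with every replicate also reaching it, limit read from the data, passing the limit was not always enough; inconclusive means only one of the two conditions met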;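 further: fluorescence polarization rise as delta FosB binds a TAMRA Cdk5 AP-1 oligo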
Wnt act: activates Wnt/beta-catenin signaling in a reporter cell assay; activator, plate reader; activation, % at 9.35 µM; hit rate 1.2% among 300,000; in the data active means activation above about 30%, passing the limit was not always enough; inconclusive means no clear call, values can overlap the other calls;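 further: 0% = neutral control wells and 100% = positive control wells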
CDK5 p35 inh: inhibitors of human CDK5/p35 kinase | Q00535+Q15078 | Recombinant CDK5/p35, ADP-Glo luminescence, 60 min | inhibition, % at 10 µM | hit rate 0.01% among 330,000;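 active means highest replicate inhibition of at least 50% and at least 75% of replicates reaching 50%; inconclusive means only one of the two criteria met; inactive means both criteria failed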;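 further: plate controls were DMSO neutral control for no effect and GW8510 at 10 µM for full effect; many of its hits are not listed in these tables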
Target sequence (Q00535 whole entry, looked up): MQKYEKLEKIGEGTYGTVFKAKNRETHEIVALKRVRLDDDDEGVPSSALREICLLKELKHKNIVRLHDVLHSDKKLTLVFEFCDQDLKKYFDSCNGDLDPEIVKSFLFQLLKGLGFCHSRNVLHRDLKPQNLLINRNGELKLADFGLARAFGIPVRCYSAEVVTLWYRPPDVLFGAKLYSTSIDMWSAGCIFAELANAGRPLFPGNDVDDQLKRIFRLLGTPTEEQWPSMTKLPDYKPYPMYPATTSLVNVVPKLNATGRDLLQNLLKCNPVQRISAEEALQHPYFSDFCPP
Target sequence (Q15078 whole entry, looked up): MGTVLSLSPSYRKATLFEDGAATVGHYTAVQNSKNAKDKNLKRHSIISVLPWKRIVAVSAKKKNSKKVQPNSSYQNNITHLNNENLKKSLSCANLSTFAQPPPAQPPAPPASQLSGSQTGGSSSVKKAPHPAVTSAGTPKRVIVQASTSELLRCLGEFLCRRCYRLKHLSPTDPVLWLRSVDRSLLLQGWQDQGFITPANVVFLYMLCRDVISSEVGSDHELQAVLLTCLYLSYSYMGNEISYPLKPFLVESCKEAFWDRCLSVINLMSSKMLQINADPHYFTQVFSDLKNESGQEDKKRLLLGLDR
HTR5A ag: HTR5A agonism, opioid heterodimer counter-screen | HTR5A agonist assay, luminescence, cell-based | activation, % at 9.3 µM | hit rate 0.61% among 340,000 | P47898 | AID 504692; in the data active means activation mostly above about 9.5%, no sharp cut-off; inactive means mostly below about 7.6%;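 further: 0% = cells with vehicle only and 100% = reference agonist; strong numbers were not always called active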
Target sequence (P47898 whole entry, looked up): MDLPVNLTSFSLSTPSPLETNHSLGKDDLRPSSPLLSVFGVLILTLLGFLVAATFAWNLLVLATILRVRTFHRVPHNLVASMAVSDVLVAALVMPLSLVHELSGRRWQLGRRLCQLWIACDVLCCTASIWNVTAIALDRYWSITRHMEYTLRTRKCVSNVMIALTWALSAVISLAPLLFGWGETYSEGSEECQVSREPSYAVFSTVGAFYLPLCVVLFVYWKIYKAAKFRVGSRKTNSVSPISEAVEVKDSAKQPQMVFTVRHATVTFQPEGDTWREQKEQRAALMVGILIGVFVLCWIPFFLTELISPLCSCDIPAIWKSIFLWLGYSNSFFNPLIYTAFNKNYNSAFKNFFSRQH
PvdQ inh: blocks Pseudomonas aeruginosa PvdQ acylase activity | AID 488965 | hit rate 0.063% among 340,000 | purified PvdQ acylase, fluorescence plate reader | inhibition, % at 10 µM; in the data active means inhibition above about 30%, passing the limit was not always enough; inconclusive means no clear call, values can overlap the other calls;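 further: 0% = vehicle neutral wells and 100% = reference inhibitor wells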
SR-BI DiI inh: blocks mouse SR-BI lipid uptake from DiI-HDL; Q61009; ldlA[mSR-BI] CHO cells, DiI-HDL uptake fluorescence, 3 h; inhibition, % at 12.5 µM; hit rate 0.96% among 320,000;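 active means mean replicate inhibition of at least 70% and a set share of replicates each scoring 70 or more; inconclusive means meets just one of the two criteria; inactive means fails both criteria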;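 further: 0% = median of neutral control wells and 100% = median of positive control wells; values of inactives mirror those of a sister screen read the other way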
V-ATPase pHluor: yeast V-ATPase proton transport regulation by pHLuorin; hit rate 0.37% among 350,000; S. cerevisiae, pHLuorin cytosolic pH fluorescence; response, % at 10 µM; AID 504577; in the data active means response mostly above about 7.3%, no sharp cut-off; inactive means mostly below about 5.4%; further: actives read high; inactives centre near 0; some compounds called inactive have numbers as strong as hits; reference of the scale not given here
HTR5A inv ctr: inverse agonist of human HTR5A in OPRM1-OPRD1 counter-screen; P47898; HTR5A cell line, luminescence, inverse agonism; inhibition, % at 9.3 µM; hit rate 0.083% among 340,000; in the data active means inhibition mostly above about 23%, no sharp cut-off; inactive means mostly below about 18%;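 further: 0% = cells with DMSO and 100% = no-cell wells with DMSO; some compounds called inactive have numbers as strong as hits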
NSD2 inh: blocks human histone methyltransferase NSD2. inhibition, % at 12.5 µM. O96028. AID 743445. NSD2 peptide methylation, AlphaScreen, 120 min. hit rate 0.54% among 310,000; in the data active means inhibition above about 50%
MITF act: increases MITF-driven TRPM1 promoter luciferase signal; SK-MEL-5 TRPM1-promoter luciferase, 24 h; % of positive control, neutral wells = 0; activation, % at 12.5 µM; hit rate 0.75% among 300,000; AID 588334;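 active means mean activation of at least 80% with every replicate also reaching 80%; inconclusive means mean reaches 80% but some replicate falls short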;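 further: 0% = neutral control wells and 100% = parthenolide positive control wells; values of inactives mirror those of a sister screen read the other way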
* hit, by the source's call; u = inconclusive; x = not tested or not shown.

structure	Wnt act	HTR5A inv ctr	dFosB activator	CDK5 p35 inh	PvdQ inh	MITF act	SR-BI DiI inh	V-ATPase pHluor	NSD2 inh	HTR5A ag
Cc1c(C2(O)CCCCC2)[nH]c2cc(C(F)(F)F)ccc12	-5.7	-5.6	-10.0	-1.0	-9.6	-12.9	20.3	1.4	x	9.8
O=C(Oc1ccc2c(=O)c(Oc3ccc4ccccc4c3)coc2c1)c1ccco1	x	-8.7	-19.7	-1.1	-3.5	-6.6	-32.9	3.0	-2.2	-0.6
O=C(COc1ccc(/C=N/NS(=O)(=O)c2ccccc2)cc1)Nc1ccc(F)cc1	-0.2	-1.9	-2.1	-0.5	3.4	1.2	5.4	-0.9	-3.7	0.5
COc1ccc(NC(=O)CN2CCN(CC(=O)Nc3ccccc3Cl)CC2)cc1	x	-4.8	-5.0	-0.3	4.5	-4.7	32.7	1.0	15.5	5.2
O=c1[nH]c2ccccc2nc1C(Nc1ccccc1)c1ccccc1 (stereo not given)	-1.4	11.1	13.7	-1.4	-7.6	-4.2	-42.2	-3.5	0.0	-4.1
CN(CCN1CCOCC1)Cc1nc(-c2ccc3c(c2)OCO3)no1	-1.8	-19.4	-2.8	-1.5	-17.0	1.4	x	-1.8	-3.3	-2.6
O=C(Nc1ccccc1F)c1ccc(CSc2ncccn2)cc1	10.5	8.1	-2.9	1.9	22.4	75.7	-16.0	-0.3	0.4	-5.5
COc1cccc(C(=O)Nc2nc3ccc(S(C)(=O)=O)cc3s2)c1	7.7	0.2	-16.0	-1.6	-0.2	44.7	70.8*	1.0	-1.2	-0.1
Cc1ccccc1CNC(=O)C(=O)NCCC1CCCCN1S(=O)(=O)c1ccccc1 (stereo not given)	-3.1	3.4	-4.2	2.6	-6.0	-7.6	-3.5	5.5	-1.4	-1.4
Cc1onc(-c2ccccc2)c1C(=O)Nc1ccc(S(=O)(=O)NC(C)(C)C)cc1	-7.2	-4.3	-9.8	0.4	-24.4	-9.3	10.2	3.0	-3.9	-0.2
CCCCn1c(N)c(N(CCOC)C(=O)c2cccc(S(=O)(=O)N3CCCCCC3)c2)c(=O)[nH]c1=O	2.6	-11.2	-11.7	-0.2	-10.5	-2.8	-3.4	-3.4	-1.3	0.0
COCCN(C(=O)COC(=O)/C=C/c1ccccc1Cl)c1c(N)n(Cc2ccccc2)c(=O)[nH]c1=O	-1.6	8.1	-4.2	-2.5	4.7	-10.0	4.7	-2.3	-1.1	-2.9
O=C(CCCN1C(=O)/C(=C\c2ccccc2)SC1=S)Nc1ccc(O)cc1C(=O)O	-1.2	8.0	-3.0	1.9	-9.8	10.1	-12.1	-2.2	24.3	-5.2
COc1ccc(C(=O)c2c(NC(C)=O)sc3c2CCN(C(=O)OC(C)(C)C)C3)cc1	-0.9	x	-18.2	0.7	-8.2	x	-3.4	2.7	2.2	x
Cc1cccc(S(=O)(=O)NCCc2ccccc2)c1	-0.5	3.4	-2.6	0.4	10.0	-5.4	-11.2	-3.7	-2.5	-1.2
O=C(Cn1ccc(C(F)(F)F)n1)NNC(=O)c1cccnc1	0.8	-2.8	0.1	0.4	-13.4	-9.2	-14.2	0.6	-1.5	-2.1
Cc1csc(SCC(=O)c2cc(C)n(Cc3cccs3)c2C)n1	x	-4.0	-14.6	-0.3	-2.5	-10.2	18.7	7.6	-8.9	-3.5
OCC[C@H]1C[C@@H](O)[C@H](O)[C@]2(CCCCO2)O1	2.9	-1.9	0.4	-0.1	-4.0	-5.2	-29.5	2.9	x	0.8
COc1ccc(S(=O)(=O)N(Cc2ccco2)Cc2cc3ccccc3[nH]c2=O)cc1	-0.6	7.0	-5.8	0.1	-1.6	-1.1	-0.9	4.3	-0.7	2.2
Oc1c(Cl)cc(Cl)cc1C=Nc1cc(C(F)(F)F)ccc1N1CCc2ccccc2C1	u	10.8	-20.6	2.1	-14.5	46.9	26.8	-6.7	x	-3.0
COc1ccc(N2CCN(C(=O)CNC(=O)c3ccccc3Cl)CC2)cc1	-0.1	-24.2	0.0	-0.8	-11.5	-2.5	11.2	4.6	-3.2	0.4
Cc1ccc(-c2nn(-c3ccccc3)cc2CN(C)C(=O)CCC(=O)O)cc1C	-0.4	-13.4	-9.4	-0.4	-14.8	3.1	-10.0	-1.1	-0.7	2.1
CCOC(=O)C(C)Oc1ccccc1C1NC(=O)NC(C)=C1C(=O)Nc1ccc(C)c(C)c1 (stereo not given)	x	-14.4	-2.9	-0.5	-11.3	-4.8	19.2	-12.2	-1.1	1.6
COCCNC(=S)N/N=C(\C)c1ccc(C)c([N+](=O)[O-])c1	x	-5.3	-7.0	1.8	9.5	15.2	29.4	-4.2	-0.7	2.8
CC(C)NS(=O)(=O)c1ccc2c3c(cccc13)CC2	-0.6	-4.2	-9.5	-3.5	-5.0	8.7	36.0	4.1	-13.5	3.4
COc1cccc(-c2ncc3ccccc3c2COC(=O)c2ccccc2C(=O)O)c1	1.0	6.7	6.2	2.8	-14.0	-3.9	-55.8	1.6	x	-2.6
COc1cc(C(=O)NCc2nnc(SCC(=O)Nc3cccc(C(F)(F)F)c3)o2)cc(OC)c1OC	1.6	9.3	-7.6	0.2	1.6	-7.5	12.1	-0.3	-1.3	4.0
CC1(OC(=O)C2CCCC2)C(=O)C=C2C=C(c3ccsc3)OC=C2C1=O (stereo not given)	-0.7	-1.0	5.1	2.8	0.3	-7.8	8.1	0.4	x	-0.8
Nc1nc(C(=O)N2CCOCC2)nn1C(=O)c1ccc(Cl)cc1	1.8	14.9	-4.4	0.7	-18.6	x	-10.7	0.4	x	-5.4
O=C(CCc1ccccc1)NC(NC(=S)Nc1ccc(Br)cc1)C(Cl)(Cl)Cl (stereo not given)	-9.0	-0.3	-9.6	-0.7	-9.3	-30.3	26.0	-1.2	-0.6	0.9
CN(CC(=O)Nc1ccc(F)cc1)C(=O)c1cc(-c2cccs2)nn1-c1ccccc1	-2.1	-10.7	-18.2	-1.5	-9.9	-4.4	-11.4	3.1	1.0	-0.1
NCc1ccccc1	-2.4	-15.2	7.4	-1.5	-6.1	8.1	-3.7	0.3	x	-0.8
CCc1ccc(NC2=NC(C(=O)c3ccccc3)CC(=O)N2)cc1 (stereo not given)	x	-18.0	-0.4	0.2	-15.8	-9.8	4.3	-0.5	26.6	6.1
N#C/C(=C\c1cn[nH]c1-c1ccccc1)C(=O)NC1CCCCCC1	x	-20.9	-14.9	-0.6	-1.6	-1.6	-32.3	0.3	x	4.7
O=C(Cn1c(=O)oc2cc(S(=O)(=O)NCc3ccccc3)ccc21)N1CCCC1	-2.4	-2.8	-5.5	0.8	-5.6	4.5	-18.9	-0.5	5.4	1.0
C/C(=N\NC(=O)CCC(=O)NCc1ccccc1)c1ccc([N+](=O)[O-])cc1	-1.6	5.5	-1.7	-2.5	-10.8	1.5	-13.8	-0.9	-0.9	-1.4
CCOC(=O)c1cnc2ccc(C)cc2c1NCCO	-1.0	15.4	-6.6	-0.3	-11.1	-19.8	3.9	2.1	1.2	-5.6
COc1ccc(Br)cc1CNc1ccc2[nH]c(=O)[nH]c2c1	3.2	-0.1	-2.9	-0.7	-14.4	-3.9	-2.9	1.4	1.0	0.0
O=C(O)CSCC(=O)N1CCCN(c2ccc(C(F)(F)F)cn2)CC1	2.5	-2.2	-2.5	1.4	-2.0	0.7	-16.7	1.0	-2.1	0.6
CCOC(=O)N1CCC(NC(=O)C2CCCN(S(=O)(=O)c3cccnc3)C2)CC1 (stereo not given)	3.1	-18.3	-1.6	0.3	0.4	2.5	-18.4	4.2	x	3.1
CCN(c1ccccc1)S(=O)(=O)c1nnc(NC(=O)c2ccccc2OC)s1	-1.8	3.2	-2.5	-1.2	-6.1	x	-7.4	-3.3	x	-1.1
CCOc1ccc(N2CC(NS(=O)(=O)c3cccnc3)CC2=O)cc1 (stereo not given)	3.0	1.4	1.7	-0.3	-3.3	4.6	0.6	-3.0	3.9	-0.5
CN1CCN(C(=O)/C(=C/c2ccco2)NC(=O)c2ccccc2)CC1	1.8	-24.0	0.2	0.4	-4.3	5.2	-14.6	-2.5	-1.8	5.2
O=C(O)c1cc2c([nH]c1=O)CCCC2	-4.8	-13.0	4.9	-1.3	0.0	-8.6	-1.0	2.1	-0.8	3.7
CCOC(=O)c1[nH]c(C)c(C(=O)NC2CCCCC2)c1C	-2.1	-0.5	-7.0	0.4	-15.7	-0.9	5.5	-0.9	x	0.2
CCN1CCN(C(=O)C2COc3ccccc3O2)CC1 (stereo not given)	3.4	-0.8	-6.2	-4.1	3.8	6.7	-30.5	7.9	-0.9	0.3
O=C(/C=C/c1ccc2c(c1)OCO2)N1CCOCC1	8.2	24.6	2.6	1.3	-7.8	18.0	-3.1	5.3	1.2	-1.4
CCC(CC)NC(=O)COc1ccc(OC)cc1C=O	-1.6	-22.1	-8.2	-0.8	-11.8	-3.4	-10.0	3.6	-1.1	2.7
CC(C)(C)NC(=O)CN(C(=O)CS(=O)CC(=O)Nc1ccc(F)cc1)c1ccc(Cl)cc1 (stereo not given)	x	6.3	-10.8	-1.2	-10.8	5.5	-12.5	-1.4	2.2	2.7
Clc1ccc(CN2CCN(c3ncccn3)CC2)c(Cl)c1	-0.5	-38.3	-2.9	-1.2	-17.5	2.9	-19.4	-0.9	-3.4	13.8

Going on with the list:
structure	Wnt act	HTR5A inv ctr	dFosB activator	CDK5 p35 inh	PvdQ inh	MITF act	SR-BI DiI inh	V-ATPase pHluor	NSD2 inh	HTR5A ag
N#CC(C(=O)Nc1ccc(Cl)c(Cl)c1)=C1Nc2ccccc2N1	-5.3	6.8	6.6	-1.2	-6.6	15.3	44.8	-4.1	-2.5	5.4
CCN(Cc1ccccc1)C(=O)C(=O)c1cn(CC(=O)N2CCCC2)c2ccccc12	-1.1	5.7	-12.2	0.4	6.8	-6.6	2.0	0.1	0.2	0.2
Cc1ccc(N2C(=S)N=C(Nc3ccccc3C)C23CCOC(C)(C)C3)cc1 (stereo not given)	x	18.2	0.8	-0.4	-11.9	x	0.8	4.2	-1.8	2.4
COc1ccc(/C=C/C(=O)NC(=S)NNC(=O)c2cnccn2)cc1	4.2	-26.4	16.9*	1.1	-1.5	x	22.1	5.2	4.5	0.5
O=C(Nc1nc2c(s1)CCCC2)Oc1ccccc1	x	-15.5	1.8	-1.3	0.3	13.8	-6.2	-0.1	1.4	5.3
COc1cc(OC)cc(C(=O)NNC(=O)CCNC(=O)c2ccc(Br)cc2)c1	0.4	3.4	-8.7	0.8	-7.8	-8.2	-1.2	2.3	-3.9	1.6
COc1ccc(N(CC(=O)NCCSc2ccccn2)S(=O)(=O)c2ccc(C)cc2)cc1OC	-2.5	-9.1	-8.7	-0.2	5.5	-4.7	-28.8	-1.0	4.4	13.9*
CCOc1ccc(NC(=O)C2CCCN2C(=O)OCc2ccccc2)cc1 (stereo not given)	-7.5	4.9	-13.8	-0.2	-11.4	-9.2	2.2	0.6	-0.3	1.5
